Nrf2 inh = blocks Nrf2 signaling | A549 ARE-Fluc reporter, luciferase luminescence, 18-24 h | Potency, µM (top dose mostly 46 µM), inactives show top-dose activity change, negative = inhibition, actives largely listed as inhibitors | actives 2.1% (n = 360,000); further: potency means the concentration at half of the fitted maximal effect; on the % scale 0 is the no-effect control and ±100 the full control effect; nearly all actives have a fitted effect of over 60% in size
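Two sequential reads on A549 ARE_Fluc cells exposed to compound for 18-24 h: a CellTiter-Fluor fluorescence read for viability, then a luciferase luminescence read for Nrf2/ARE activity.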
IL2 activator = activators of IL-2 | IL-2 activation reporter assay, cell-based qHTS; stimulated with anti-CD3/CD4/CD28 beads; in transgenic mouse T cells | activation, % (series mostly up to about 46 µM) | actives 0.065% (n = 360,000) | AID 652025; in the data active means activation above about 50%; inconclusive means mostly about 30% to 49%; further: 0% is about no effect
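Quantitative HTS in unstimulated transgenic mouse T cells, with memory T cells as non-tolerant control and PMA/ionomycin as tolerance-bypass control. Compound pretreatment lasted 60 minutes before 18 h bead stimulation; EGFP/DsRed fluorescence read.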
TGFb SMAD3 inh = TGF-b pathway inhibition; HepG2 CAGA-GFP TGF-b/SMAD3 reporter, GFP fluorescence, 18 h; TGF-beta stimulated, 500 pg/mL final; Potency, µM (highest dose often 46.1 µM), for inactives: at the top dose activity, negative = inhibition, usual class: inhibitors; actives 1.2% (n = 410,000); AID 588855; further: potency means the concentration at half of the fitted maximal effect; on the % scale 0 is the no-effect control and ±100 the full control effect; nearly all actives have a fitted effect of over 65% in size
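Inhibition was scored as loss of TGF-beta-induced (500 pg/mL final, 18 hours, 37 degrees C) GFP in HEPG2 cells carrying a CAGA-GFP reporter, in DMEM with 1% FBS. Well GFP was summed per cell; Activity was normalised to unstimulated and stimulated DMSO wells, then concentration-response fitting.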
HepG2 tox = HepG2 cytotoxicity, counter-screen for TGF-b inhibitors | HepG2 CAGA-GFP viability, ATP luminescence, 18 h | Potency, µM (highest dose often 46.1 µM), for the others: at the highest dose activity change, negative = cytotoxicity, most hits filed as cytotoxic | actives 0.76% (n = 410,000) | AID 588856; further: potency means the concentration at half of the fitted maximal effect; some results filed as inactive show a strong effect at the top dose
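HepG2 CAGA-GFP cells (1000/well, DMEM with 1% FBS) received compound, then TGF-beta at 500 pg/mL final, and were incubated 18 hours at 37 degrees C. Viability was read by CellTiter-Glo luminescence. Media-only wells were set as complete cell-killing and DMSO as no toxicity.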
ATXN2 expr inh = reduces ATXN2 reporter expression in HEK-293 cells; HEK-293 ATXN2-luciferase reporter, luminescence, 24 h; Potency, µM (series often up to 57 µM), inactives show top-dose activity change, negative = inhibition, usual class: inhibitors; actives 0.72% (n = 360,000); further: potency means the concentration at half of the fitted maximal effect; on the % scale 0 is the no-effect control and ±100 the full control effect; nearly all actives have a fitted effect of over 55% in size
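ATXN2-luciferase reporter cells (luciferase flanked by upstream and downstream ATXN2 gene portions) were treated 24 h at 37 °C with compounds at up to 57 uM. SteadyGlo luminescence gave expression; GF-AFC fluorescence gave viability.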
ATXN viability = reduces viability in counter-screen for ATXN expression inhibitors; S2 cells (HEK-293 line with an ATXN2-luciferase reporter) viability, CellTiter-Fluor protease fluorescence, 24 h; Potency, µM (top dose mostly 56.7 µM), actives largely listed as cytotoxic; actives 0.49% (n = 400,000); AID 651635; further: potency means the concentration at half of the fitted maximal effect; nearly all actives have a fitted effect of over 40% in size
EPAC2 agonist = EPAC2 (human) agonism | Q8WZA2 | actives 0.079% (n = 360,000) | AID 720711 | Potency, µM (highest dose often 154 µM), for inactives: at the top dose activation, actives largely listed as activators | EPAC2 activation, biochemical qHTS; response scale: 100% = 6.5 mM cAMP response; further: potency means the concentration at half of the fitted maximal effect; nearly all actives have a fitted effect of over 50% in size
Target sequence (Q8WZA2 whole entry, looked up): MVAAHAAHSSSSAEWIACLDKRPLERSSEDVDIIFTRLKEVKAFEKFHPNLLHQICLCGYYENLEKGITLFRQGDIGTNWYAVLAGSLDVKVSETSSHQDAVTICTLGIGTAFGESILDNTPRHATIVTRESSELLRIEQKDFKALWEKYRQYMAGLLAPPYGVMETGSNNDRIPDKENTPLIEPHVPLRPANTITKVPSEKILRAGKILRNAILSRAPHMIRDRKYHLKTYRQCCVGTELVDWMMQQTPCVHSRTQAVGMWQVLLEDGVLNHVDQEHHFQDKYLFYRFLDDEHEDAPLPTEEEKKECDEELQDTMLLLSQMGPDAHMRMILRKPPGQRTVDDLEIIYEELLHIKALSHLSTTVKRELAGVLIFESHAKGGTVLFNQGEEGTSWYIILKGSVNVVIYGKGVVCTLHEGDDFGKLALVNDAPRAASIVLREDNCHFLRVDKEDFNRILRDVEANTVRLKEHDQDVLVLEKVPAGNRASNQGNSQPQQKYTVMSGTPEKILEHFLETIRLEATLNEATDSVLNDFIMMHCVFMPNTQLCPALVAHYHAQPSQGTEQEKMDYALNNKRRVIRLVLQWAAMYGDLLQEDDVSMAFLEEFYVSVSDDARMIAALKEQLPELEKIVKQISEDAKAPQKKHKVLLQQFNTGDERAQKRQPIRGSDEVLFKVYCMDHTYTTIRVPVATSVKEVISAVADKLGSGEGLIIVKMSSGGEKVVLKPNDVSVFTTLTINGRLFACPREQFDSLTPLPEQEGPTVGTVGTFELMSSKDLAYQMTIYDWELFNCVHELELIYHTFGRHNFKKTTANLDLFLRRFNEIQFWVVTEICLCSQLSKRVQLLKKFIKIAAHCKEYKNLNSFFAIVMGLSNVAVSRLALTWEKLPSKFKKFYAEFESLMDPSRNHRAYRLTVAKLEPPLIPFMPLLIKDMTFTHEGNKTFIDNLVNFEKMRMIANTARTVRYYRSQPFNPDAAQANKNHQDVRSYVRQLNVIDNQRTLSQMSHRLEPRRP
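qHTS, titration series. 100 nM EPAC2 / 250 nM Rap1B-BODIPY-GDP / 50 uM GDP; RT; ex 480/em 540 nm, 5-min reads to 30 min. Norm. to 6.5 mM cAMP = activation.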
Nrf2 activator = activates Nrf2 signaling | actives 0.31% (n = 410,000) | Potency, µM (highest dose often 46.1 µM), inactives show at the top dose activation, actives largely listed as activators | AID 624171 | AREc32 ARE-luciferase reporter (MCF7-derived line), luminescence, 24 h; further: potency means the concentration at half of the fitted maximal effect; % of control where 0% means no effect; nearly all actives have a fitted effect of over 65% in size
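Nrf2 activation is followed as ARE-luciferase induction in the AREc32 line after one day of compound treatment; luminescence is read with Steady-Glo.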
A549 tox = counter-screen for Nrf2 inhibitors: cytotoxicity in A549 cells. Potency, µM (highest dose often 46 µM), without a hit: at the highest dose activity change, negative = cytotoxicity, actives largely listed as inhibitors. AID 504648. actives 0.16% (n = 390,000). A549 ARE-Fluc cells, CellTiter-Fluor viability, 18-24 h; further: potency means the concentration at half of the fitted maximal effect; on the % scale 0 is the no-effect control and ±100 the full control effect
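A549 ARE_Fluc cells in 5% FBS OPTI-MEM were exposed to compounds in concentration-response for 18-24 h at 37 deg C. Viability was read by CellTiter-Fluor fluorescence (Ex 405/Em 525) after 30 min, before the luciferase read.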
Starred values were filed as active, the others as inactive; i = inactive; ? = inconclusive; . = no result given; [ ] = dose if it differs, or a comment. Unless noted, the call rests on the fitted dose curve; in most records, active means well fitted curve in the direction sought with a large enough effect; inconclusive means small, poorly fitted or top-dose-only effect, or another doubt; inactive means no such curve, though single readings can be large; an effect the other way counts as inactive or inconclusive. Hits appear at their usual frequency (roughly 4.3% active in at least one column).

Molecule	Nrf2 inh	IL2 activator	TGFb SMAD3 inh	HepG2 tox	ATXN2 expr inh	ATXN viability	EPAC2 agonist	Nrf2 activator	A549 tox
COc1ccc(N2C(=O)C3C(c4ccc(OC)cc4O)NC(Cc4ccccc4)(C(=O)O)C3C2=O)cc1 (stereo not given)	-8%	-0.3	-6%	-1%	-20%	i	7%	0.2%	2%
COc1ccc(-c2csc3ncnc(Nc4ccccc4)c23)cc1	.	.	1%	-12%	6%	i	.	-0.1%	1%
CC(C)NC(=O)NC(=O)CSc1nnc(-c2ccccc2F)n1N	4%	0.1	0%	-4%	-11%	i	2%	-0.4%	-2%
Cc1ccc(S(=O)(=O)N2C(=O)CCC2C(=O)Nn2cnnc2)cc1 (stereo not given)	6%	-2.3	-13%	7%	6%	i	5%	-0.3%	-3%
CCCN1CCN(S(=O)(=O)c2ccc3c(c2)NC(=O)C(C)C(=O)N3)CC1 (stereo not given)	13%	-1.1	-2%	5%	2%	i	2%	-1.2%	9%
COc1ccc(S(=O)(=O)Nc2ccc(C)c(S(=O)(=O)N3CCOCC3)c2)cc1[N+](=O)[O-]	20%	-0.1	14%	-5%	-7%	i	-1%	-0.4%	13%
O=c1oc(-c2cccs2)nc2sc3c(c12)CCC3	-17%	1.6	8%	-6%	14%	i	11%	5.5%	-3%
CCC(O)c1nc2ccccc2n1CCc1ccccc1 (stereo not given)	25%	-0.1	-2%	-15%	-7%	i	11%	-0.5%	4%
Cc1cccc(N(C)c2nc3ccc(C)cc3n3nnnc23)c1	6%	.	-4%	-24%	.	.	.	6.3%	8%
CCNS(=O)(=O)c1ccc(CCC(=O)NCc2ccncc2)cc1	-11%	0.4	2%	5%	9%	i	-4%	2.5%	-14%
O=C(c1ccc(-c2ccc([N+](=O)[O-])cc2)o1)N1CCCC(C(F)(F)F)C1 (stereo not given)	6%	-0.1	-5%	0%	12%	i	2%	4.9%	0%
COc1ccc(CNC(=O)C[C@@H]2C[C@H]3c4cc(NC(=O)NC5CCCC5)ccc4O[C@H]3[C@H](CO)O2)cc1	.	-1.7	-2%	-31%	-1%	i	-7%	-0.9%	.
CN(CCO)c1cc(NCCCN2CCC(Cc3ccccc3)CC2)c2nonc2c1[N+](=O)[O-]	-5%	-0.8	0%	2%	?	?	5%	2.3%	-28%
COc1ccc(NC(=O)C2CCC(CNC(=O)[C@@H]3Cc4ccccc4CN3)CC2)cc1 (stereo not given in full)	-11%	-2.1	-18%	-3%	-3%	i	-6%	-0.4%	5%
COc1cc([N+](=O)[O-])cc(/C=N/NC(=O)Cn2nc(C)cc2C)c1O	?	1.1	2%	-17%	.	?	3%	-0.9%	?
Cc1ccc(C)c2sc(NC(=O)c3ccc(N4CCCCC4)c([N+](=O)[O-])c3)nc12	10%	-0.7	12%	3%	-3%	i	2%	-0.3%	-5%
Cc1cccc(NC(=O)c2c(O)c3ccccc3n(C)c2=O)c1	?	-0.2	11%	-14%	60%[activator]	i	3%	24%	15%
CCCCN(CCCC)Cc1cc(=O)oc2ccc3ccccc3c12	.	-0.4	?	-49%	-2%	i	2%	-0.8%	.
CCn1c(C(C#N)/C(=N\S(=O)(=O)c2cccs2)c2ccccc2)nc2ccccc21 (stereo not given)	5%	-1.9	2%	-6%	-2%	i	12%	3.4%	-4%
O=C(COC(=O)CC1CC2CCC1C2)NCc1ccc(Cl)cc1 (stereo not given)	-5%	0.1	2%	7%	1%	i	11%	0.0%	-15%
COC(=O)[C@H](Cc1ccccc1)N1C/C=C\COc2c(Cl)cc(Cl)cc2S1(=O)=O	?	-0.8	?	-4%	6%	i	8%	-0.8%	0%
O=S(=O)(c1ccc(Cl)cc1)N1CCN(C(=S)NCC2CCCO2)CC1 (stereo not given)	-11%	-2.6	-3%	-2%	-7%	i	5%	-0.9%	3%
CN(C)CCn1cnc2c(c1=N)C(c1ccccc1)c1ccc3ccccc3c1O2 (stereo not given)	2%	-0.3	18µM*	-86%	?	.	-1%	0.4%	-10%
COCCn1c(SCC(=O)NC(=O)NC(C)(C)C)nc2ccccc21	-13%	-2.7	?	2%	1%	i	-2%	0.3%	2%
CC1CN(CC(O)COC(c2ccccc2)c2ccccc2)CC(C)O1 (stereo not given)	12%	-3.4	11%	5%	2%	i	0%	-0.2%	-5%
CN1CC=C2C(C#N)=C(N)C(C#N)(C#N)C(CCc3ccccc3)C2C1 (stereo not given)	-5%	3.8	65%[activator]	-18%	-12%	i	50µM*	3.9%	1%
Cc1cc(Cl)ccc1NC(=O)CCS(=O)(=O)c1cc2c(cc1C)NC(=O)CO2	.	.	-30%	-5%	.	.	.	-0.3%	-1%
O=C(CNC(=O)c1ccccn1)N=Nc1c(O)[nH]c2ccccc12	?	-0.2	?	-41%	24%	i	9%	?	1%
CC(=O)Oc1ccc(/C=N/NS(=O)(=O)c2ccccc2)cc1	4%	0.4	-7%	-5%	16%	i	3%	5.1%	6%
O=c1[nH]c(CSc2nnnn2-c2ccccc2)nc2ccccc12	-15%	-0.9	12%	-10%	-11%	i	9%	-0.2%	1%
Cc1noc(C)c1NC(=O)Nc1ccc2c(c1)C(=O)N([C@H](C)CO)C[C@H](C)[C@H](CN(C)C)O2	0%	-2.2	-2%	1%	7%	i	4%	-1.0%	-3%
O=C(O)c1ccc2c(c1)C(c1ccccc1)OC2=O (stereo not given)	4%	-1.0	0%	2%	-3%	i	2%	-0.5%	-2%
O=C(CSc1cn[nH]n1)Nc1cccc(C(=O)O)c1	3%	3.8	1%	7%	0%	i	7%	0.4%	0%
CC1(C)CC(=O)C=C(NCc2cccnc2)C1	-4%	-2.0	-9%	2%	-21%	i	-6%	-0.7%	-12%
O=C(CSc1nnc(NC(=O)c2ccc(F)cc2F)s1)NC1CC1	3%	-1.2	0%	-21%	-7%	i	13%	-0.2%	7%
Cc1nnsc1S(=O)(=O)Cc1ccccc1Cl	-2%	-1.7	15%	0%	-3%	i	-3%	5.9%	-2%
O=C(OCC(=O)N1CCCCCC1)c1ccc(Cl)c(S(=O)(=O)N2CCCC2)c1	1%	0.5	4%	3%	-1%	i	8%	4.0%	2%
CN(CC(=O)NCc1ccco1)CC(=O)Nc1c(Cl)cccc1Cl	-17%	-1.9	-8%	-31%	-10%	i	2%	0.0%	-1%
Cc1cccc(C(CC(=O)NCc2ccco2)c2ccccc2)c1O (stereo not given)	-8%	2.2	-9%	-15%	.	i	5%	-0.8%	2%
Cc1oc2c(C)c3oc(=O)c(CC(=O)N[C@@H](CC(C)C)C(=O)N[C@@H](Cc4ccccc4)C(=O)O)c(C)c3cc2c1C	2%	0.0	8%	-1%	3%	i	-13%	-0.4%	2%
C[C@@H]1CN([C@@H](C)CO)C(=O)CCCn2nncc2CO[C@@H]1CN(C)C(=O)Nc1cccc2ccccc12	.	1.9	-4%	3%	-4%	?	23%	0.5%	.
COCCCNC(=O)CSC1=Nc2ccccc2C2=NC(CC(=O)NCc3ccccc3)C(=O)N12 (stereo not given)	4%	-0.1	0%	-17%	6%	i	8%	0.1%	2%
c1ccc(-c2c[nH]c(-c3ccccc3)c2)cc1	?	-3.8	-6%	-13%	152%[activator]	i	5%	?	-5%
COc1ccc(CCNC(=O)CC2COc3ccccc3O2)cc1OC (stereo not given)	7%	0.1	-12%	-11%	2%	?	-4%	-1.3%	-1%
CC(C)(C)NC(=O)N1CCN(S(=O)(=O)c2ccc3c(c2)CCC3)CC1	15%	0.2	21%	3%	-6%	i	4%	-0.4%	-1%
COCCNC(=O)Cn1nc(C)c2ccccc2c1=O	16%	-3.0	3%	9%	8%	i	6%	-0.9%	0%
CCN(CC)C(=O)c1sc2nc(-c3ccc(OC)cc3)cn2c1C	?	0.0	?	-14%	24%	i	-2%	3.1%	7%
O=S(=O)(Nc1ccc(S(=O)(=O)N2CCCCCC2)cc1)c1cccs1	-16%	0.9	0%	1%	-3%	i	10%	-0.2%	13%
CC1CCCCC12NC(=O)N(CC(=O)OCc1c(F)cccc1Cl)C2=O (stereo not given)	-1%	-0.1	?	-6%	-1%	i	0%	-0.2%	1%
Cc1ccn2cc(-c3ccc(C)c(NS(=O)(=O)c4ccc(Cl)cc4)c3)nc2c1	?	.	?	-32%	-30%	?	.	-0.2%	-23%
Nc1nnn(CC(=O)N/N=C/c2ccccc2Cl)n1	2%	-0.3	5%	-4%	6%	i	5%	0.2%	2%
Cc1nn(-c2ccccc2)c(Cl)c1C(=O)NNC(=O)c1ccccc1O	-26%	-0.1	-16%	-18%	?	i	-7%	-0.3%	-24%

Limited to TGFb SMAD3 inh, IL2 activator and Nrf2 inh, for some of the entries so far:
Compound	TGFb SMAD3 inh	IL2 activator	Nrf2 inh
CC1(C)CC(=O)C=C(NCc2cccnc2)C1	-9%	-2.0	-4%
Cc1nn(-c2ccccc2)c(Cl)c1C(=O)NNC(=O)c1ccccc1O	-16%	-0.1	-26%
O=C(OCC(=O)N1CCCCCC1)c1ccc(Cl)c(S(=O)(=O)N2CCCC2)c1	4%	0.5	1%
